SSB-PriA inh: K. pneumoniae PriA-SSBct interaction inhibition. AlphaScreen SSBct-PriA binding, biotinylated peptide. inhibition, % at 33 µM. actives 0.6% (n = 430,000). AID 1272365; in the data active = inhibition mostly above about 37%, no sharp cut-off; inactive = mostly below about 20%;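 also: plate controls were negative control peptide for no effect and reference peptide for full effect; strong numbers were not always called active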
CCHF vOTU inh: blocks the CCHF virus ovarian tumor domain protease | CCHFV vOTU protease, Pep-AMC fluorescence | inhibition, % at 11.5 µM | AID 651958 | actives 0.55% (n = 370,000); in the data active = inhibition above about 30%; also: 0% = vehicle wells with enzyme and 100% = no enzyme wells
TcdB GH inh: blocks C. difficile toxin B glycohydrolase activity. P18177. TcdB glycohydrolase enzymatic assay, plate reader. inhibition, % at 9.99 µM. actives 0.24% (n = 350,000); in the data active = inhibition above about 10%
MazEF act: MazEF (E. coli) toxin RNase activation; P0AE70; FAM/BHQ RNA-DNA oligo cleavage fluorescence, 5 h; activation, % at 20 µM; actives 0.32% (n = 350,000); in the data active = activation above about 50%
Target sequence (P0AE70 whole entry, looked up): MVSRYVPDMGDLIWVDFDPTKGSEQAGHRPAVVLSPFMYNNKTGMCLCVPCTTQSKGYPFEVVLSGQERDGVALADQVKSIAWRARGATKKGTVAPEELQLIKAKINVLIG
Rv3671c protease: inhibitors of M. tuberculosis serine protease Rv3671c; P9WHR9; inhibition, % at 5.96 µM; actives 0.048% (n = 320,000); AID 2606; in the data active = inhibition above about 38%;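 also: extracellular domain of Rv3671c used as enzyme; 0% = enzyme with DMSO and 100% = no enzyme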
Target sequence (P9WHR9 whole entry, looked up, the tested form may be a part): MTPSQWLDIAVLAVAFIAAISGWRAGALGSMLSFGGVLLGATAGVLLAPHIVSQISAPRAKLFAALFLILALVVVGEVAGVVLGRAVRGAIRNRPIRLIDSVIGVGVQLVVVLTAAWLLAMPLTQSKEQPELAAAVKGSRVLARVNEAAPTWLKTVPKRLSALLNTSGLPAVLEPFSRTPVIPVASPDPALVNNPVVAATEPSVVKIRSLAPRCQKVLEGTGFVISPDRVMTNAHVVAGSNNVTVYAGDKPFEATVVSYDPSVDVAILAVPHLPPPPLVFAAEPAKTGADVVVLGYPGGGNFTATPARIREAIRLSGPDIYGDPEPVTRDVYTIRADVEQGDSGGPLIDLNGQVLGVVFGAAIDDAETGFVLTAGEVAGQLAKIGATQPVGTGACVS
Yp Topo-I inh: Y. pestis Topo-I inhibition via cleavage products; Y. pestis Topo-I cleavage product accumulation, plate reader; activity, % at 10 µM; actives 0.064% (n = 360,000); in the data active = activity above about 50%, passing the limit was not always enough; inconclusive = no clear call, values can overlap the other calls; also: inactives centre near 2
PrPC surface inh: cell surface PrPC inhibition, primary TR-FRET screen. P04156. TR-FRET read-out. inhibition, % at 13.8 µM. actives 0.43% (n = 370,000); in the data active = inhibition above about 24%; also: 0% = median of the test wells and 100% = reference compound wells
DUSP3 inh: blocks human VHR1 dual specificity phosphatase | P51452 | actives 0.52% (n = 290,000) | recombinant VHR phosphatase, pNPP absorbance | AID 1654 | inhibition, % at 13.3 µM; in the data active = inhibition above about 50%; also: some compounds called inactive have numbers as strong as hits
Target sequence (P51452 whole entry, looked up): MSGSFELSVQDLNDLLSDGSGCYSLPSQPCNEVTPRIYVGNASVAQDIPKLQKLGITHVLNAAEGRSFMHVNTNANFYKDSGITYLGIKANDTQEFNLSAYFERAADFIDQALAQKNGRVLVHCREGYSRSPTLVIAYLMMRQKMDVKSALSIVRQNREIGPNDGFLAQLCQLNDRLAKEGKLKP
Vc quorum ag: quorum light induction in luxS cqsA deficient V. cholerae; activation, % at 18.7 µM; V. cholerae BH1578 lux reporter, luminescence, 6 h; actives 0.16% (n = 350,000); in the data active = activation mostly above about 9.7%, no sharp cut-off; inconclusive = no clear call, values can overlap the other calls; inactive = mostly below about 3.7%; also: not every result past the cut was called active; inactives centre near 0; reference of the scale not given here
SARS 3CLpro inh: SARS-CoV 3CLpro protease inhibition; P0C6X7; recombinant SARS-CoV 3CLpro, quenched FRET peptide cleavage; inhibition, % at 6 µM; actives 0.14% (n = 290,000); in the data active = inhibition above about 12%
Numbers without * were called inactive; i = inactive; ? = inconclusive; . = not tested or not shown.

Compound	PrPC surface inh	CCHF vOTU inh	SSB-PriA inh	Rv3671c protease	Yp Topo-I inh	SARS 3CLpro inh	DUSP3 inh	MazEF act	TcdB GH inh	Vc quorum ag
CC(C)C(NC(=O)C12CC3CC(CC(C3)C1)C2)C(=O)NC1=NCCS1 (stereo unspecified)	.	.	-1	-18	.	0	10	.	.	.
Cc1ccc(-c2nc(N)sc2-c2ccc(C)cc2)cc1	-5	6	-14	.	6	1	14	-14	2.1	-0.9
Cc1nc2ccccc2n1CC(=O)NC(C)C1CC2CCC1C2 (stereo unspecified)	18	-5	-4	-1	4	-4	17	-4	1.1	i
Cc1cc(C)c2nc(NC(=O)c3ccc4c(c3)OCO4)sc2c1	1	2	2	-5	-2	1	29	-45	.	i
CCn1c(=O)c2cc(C(=O)N(C)c3ccccc3F)sc2c2ccccc21	5	-2	-21	-15	30	0	12	-1	0.5	i
CCC(C)NC(=O)CCc1nc2ccccc2n1-c1ccccc1 (stereo unspecified)	8	-14	-8	-6	0	0	-8	3	0.4	-0.3
COc1ccc(Cl)c2c1[nH]c1nc(SCc3cccnc3)nnc12	0	7	10	-1	4	1	18	12	-0.4	i
Cc1ccc(S(=O)(=O)Nc2ncnc3ccccc23)cc1	5	-13	-6	2	-11	-1	10	0	0.9	-0.5
COc1ccc(OCC(=O)Nc2sc3c(c2C(=O)NCC2CCCO2)CCC3)cc1 (stereo unspecified)	-2	-1	-18	-12	13	5	14	7	1.4	-0.5
CCS(=O)(=O)N1CCC(NC(=O)c2ccco2)CC1	-3	7	0	2	-6	7	32	2	.	i
N=c1n(CCCOc2ccc(F)cc2)c2ccccc2n1CC(N)=O	-8	10	-4	3	4	-1	18	3	0.9	i
CCCC(=O)O[C@@H]1C[C@@H](C)N(C(=O)c2ccccc2)c2ccc(C)cc21	6	13	-27	5	-4	-1	13	-9	.	i
COc1ccc(OC)c(/C=C/C(=O)c2ccc3c(c2)OCCO3)c1	3	-14	8	-7	12	3	1	5	-0.8	-0.4
COC(=O)c1cc(C(=O)Nn2cnnc2)cc([N+](=O)[O-])c1	-21	5	11	-3	-4	1	-8	6	0.4	0.3
C[C@]12CC[C@H](O)CC1=CCC1C2CC[C@@]2(C)C1CCC21OCCO1 (stereo partly specified)	7	0	-5	-4	12	.	.	2	-0.8	0.8
C#Cc1cccc(C(=O)N2CCCC(Nc3cccc(F)c3)C2)c1 (stereo unspecified)	5	-3	-13	1	8	4	26	-3	-0.1	-0.2
c1ccc(-c2ncnc3ccccc23)cc1	2	-23	-17	.	9	.	.	12	-0.6	i
CC(C)Oc1cccc(C(=O)C2CCCN(Cc3ccon3)C2)c1 (stereo unspecified)	3	1	-2	3	2	3	9	12	0.2	1.2
CCC(=NCc1cc(OC)cc(OC)c1)c1c(O)n(C2CCCCC2)c(=O)[nH]c1=O	2	-7	1	3	20	1	5	1	-0.2	-1.1
COC(=O)CN1C(=O)C2(OCCCO2)c2ccccc21	-11	-3	-6	0	7	-7	17	5	.	i
CS(=O)(=O)N1CCCCC1c1cc(C(=O)NCc2ccc(F)cc2)no1 (stereo unspecified)	3	-3	.	.	10	.	.	.	0.2	-0.4
O=C(OCC(=O)N1CCc2ccccc21)c1ccc[nH]c1=O	-1	0	1	-1	-7	4	4	-6	0.3	i
CC(Cc1c[nH]c2ccccc12)NC(=O)OCCCl (stereo unspecified)	4	-10	-5	1	-7	1	36	3	4.1	0.2
N/C(Cc1ccc([N+](=O)[O-])cc1)=N\OC(=O)c1ccc([N+](=O)[O-])cc1	-20	3	.	-7	-7	4	28	8	.	i
COc1ccccc1C(=O)COC(=O)c1cc([N+](=O)[O-])ccc1N1CCOCC1	-14	-1	14	-2	23	.	.	-2	0.2	0.1
Cc1nn(C)cc1S(=O)(=O)N1CCN(c2ccc(F)cc2)CC1	1	-4	6	-2	6	2	34	5	0.3	-1.7
Cc1ccccc1N1C(S)=C(C#N)C(=O)NC12CCCCC2	-6	-10	-6	-2	4	-1	-13	-5	.	-0.7
CC(C)(C)S(=O)(=O)/C(C#N)=N/Nc1ccc(S(C)(=O)=O)cc1	-9	4	.	-1	5	-7	-2	5	0.9	-0.5
NC(=O)NN=C1CC2CC1C1C=CCC21 (stereo unspecified)	-8	-5	-15	.	-3	.	.	3	14*	i
CCOC(=O)C1=C(N)OC2=C(C(=O)CCC2)C1c1ccco1 (stereo unspecified)	-5	2	2	-5	-4	0	-16	-2	.	0.8
COc1ccc(/C=C/C=N/NC(=O)COc2ccc(OC)cc2)cc1	1	12	.	3	0	-2	-8	-22	.	-0.5
CC(OC(=O)c1ccc2c(=O)n3c(nc2c1)CCCCC3)C(=O)Nc1ccc(F)cc1Cl (stereo unspecified)	-5	-6	-3	-4	-1	4	18	0	.	i
Cc1cccc(/N=C/c2sc3ccccc3c2O)n1	-9	-11	.	-21	0	-2	27	-46	-0.6	-3.7
COc1ccccc1-n1nnnc1SCC(=O)NC1CCCCC1	7	0	-5	0	6	-2	35	2	-0.8	i
O=C(CN1CCN(S(=O)(=O)c2ccc(Br)cc2)CC1)c1ccc(O)c(O)c1	-7	7	-2	-11	-1	-7	69	-30	0.2	-7.3
COc1ccc(NS(=O)(=O)c2cc(N)ccc2N2CCCCC2)cc1	4	6	9	-9	23	.	.	5	-0.6	-2.5
CC(=O)Nc1cccc(C(=O)OCC(=O)N2CCC(c3ccccc3)=N2)c1	0	9	-5	3	21	.	.	2	-2.7	-0.6
COc1ccccc1NC(=O)Cc1noc(CSc2nnc(C)n2C)n1	-4	-5	-6	-12	11	-2	13	7	-1.2	-0.3
Nc1nonc1-n1nnc(C(=O)N/N=C/c2ccoc2)c1CSc1ccc(Cl)cc1	-3	9	.	-5	-14	5	-25	13	-0.9	-0.2
CCC12C(=O)C(CC)(C(c3ccccc3)=C1c1ccccc1)[C@@H]1C(=O)N(c3ccc(C)cc3)C(=O)C12 (stereo partly specified)	5	2	2	8	0	1	18	-1	1.2	-0.3
Cc1cc(N(CCO)CCO)ccc1N=Nc1cc(F)ccc1F	-15	22	75*	15	6	4	33	-7	2.9	i
COc1ccc(-c2csc(NC(=O)c3ccccc3Br)c2C(=O)O)cc1	11	8	8	-17	1	1	17	3	-0.1	i
COc1ccc(-c2nc3ccccc3nc2-c2ccccc2)cc1OC	-8	-6	-89	0	2	-1	-8	0	1.7	i
CC(C)N1C(=O)CCC1C(=O)N1CCN(c2ccccn2)CC1 (stereo unspecified)	3	-1	-10	4	1	-2	0	5	-2.1	0.3
Cc1ccccc1N=Cc1ccc[nH]1	11	-14	-12	.	-8	.	.	9	0.3	-0.6

Quoted from the listing:
Cc1cc(N(CCO)CCO)ccc1N=Nc1cc(F)ccc1F in PrPC surface inh → -15
Nc1nonc1-n1nnc(C(=O)N/N=C/c2ccoc2)c1CSc1ccc(Cl)cc1 in SARS 3CLpro inh → 5

(listing goes on)
Compound	PrPC surface inh	CCHF vOTU inh	SSB-PriA inh	Rv3671c protease	Yp Topo-I inh	SARS 3CLpro inh	DUSP3 inh	MazEF act	TcdB GH inh	Vc quorum ag
O=C(c1ccc(C(F)(F)F)cc1)N1CCC(=O)N(C(CO)Cc2ccccc2)CC1 (stereo unspecified)	-3	-3	-177	2	?	.	.	31	0.4	i
CCCCn1cnc2c(SCCc3ccccc3)nc(N)nc21	6	-5	-12	.	13	.	.	0	0.6	-3.4
Cc1nnc(N2CCCC(C(=O)NCc3cccc(F)c3)C2)c2nn(-c3ccccc3)c(C)c12 (stereo unspecified)	-1	-17	-7	-8	30	2	-6	15	0.7	-0.3
O=S(=O)(c1ccc(Cl)cc1)n1cnc2ccccc21	2	-8	7	8	4	-1	4	-4	0.9	-1.0
Cc1ccc(-c2cc(C(=O)Nc3c(C)n(C)n(-c4ccccc4)c3=O)[nH]n2)c(O)c1	-3	12	-11	-7	-10	-4	36	6	.	i
Cc1ccccc1OCC(=O)NCCCNC(=O)c1ccncc1	1	1	-5	7	0	1	33	-5	2.2	i
Oc1c(CN2CCN(c3ccccc3)CC2)cc(Br)c2cccnc12	0	-4	5	-14	2	-1	11	-2	1.1	i
Cc1ccc(C=C2C=C(c3ccccc3)OC2=O)cc1	9	11	.	.	0	.	.	-23	0.7	i
CCC1CCC(C(=O)NC(C(=O)NCCc2ccc(S(N)(=O)=O)cc2)C(C)C)CC1 (stereo unspecified)	-4	19	-12	5	?	4	-15	-44	0.1	-0.9
CCC(C)CNC(=O)c1cccc(OC2CCN(CC(C)(C)C)CC2)c1 (stereo unspecified)	-3	-1	-4	1	-7	0	.	2	-3.4	-0.3
CCc1ccc(NC(=O)Cn2nc(C)n3cccc3c2=O)cc1	4	15	2	-4	-1	-7	18	6	0.3	-2.7
Cc1ncc[nH]1	-1	8	-3	5	2	.	.	-2	0.6	-0.3
COc1cc(C2NC(=O)C(C#N)=C(S)N2c2ccccc2)ccc1OC(C)C (stereo unspecified)	7	2	6	-5	2	5	9	2	.	6.2
CCOC(=O)C[C@H]1c2cc(F)ccc2S(=O)(=O)N1Cc1ccc(OC)cc1	0	-9	-10	-3	16	.	.	11	.	-1.3
OC1(c2cccc(C(F)(F)F)c2)CCN(c2ncnc3c2[nH]c2ccccc23)CC1	14	7	15	-1	2	2	.	4	.	i

Just Rv3671c protease and TcdB GH inh, for some of the entries so far:
Molecule | Rv3671c protease | TcdB GH inh
O=C(c1ccc(C(F)(F)F)cc1)N1CCC(=O)N(C(CO)Cc2ccccc2)CC1 (stereo unspecified) | 2 | 0.4
CCCCn1cnc2c(SCCc3ccccc3)nc(N)nc21 | . | 0.6
Cc1nnc(N2CCCC(C(=O)NCc3cccc(F)c3)C2)c2nn(-c3ccccc3)c(C)c12 (stereo unspecified) | -8 | 0.7
O=S(=O)(c1ccc(Cl)cc1)n1cnc2ccccc21 | 8 | 0.9
Cc1ccc(-c2cc(C(=O)Nc3c(C)n(C)n(-c4ccccc4)c3=O)[nH]n2)c(O)c1 | -7 | .
Cc1ccccc1OCC(=O)NCCCNC(=O)c1ccncc1 | 7 | 2.2

Next part:
Compound	PrPC surface inh	CCHF vOTU inh	SSB-PriA inh	Rv3671c protease	Yp Topo-I inh	SARS 3CLpro inh	DUSP3 inh	MazEF act	TcdB GH inh	Vc quorum ag
COC(=O)C1=C(C)NC(c2c(O)ccc3ccccc23)C(C(=O)OC)=C1C (stereo unspecified)	15	4	-6	-2	4	1	-5	1	.	-0.4
c1ccc(C[C@H]2CNCCN2CCC23CC4CC(CC(C4)C2)C3)cc1	.	.	3	1	-4	.	.	25	.	i
COC(=O)c1cncn1Cc1ccccc1	-4	3	-8	.	4	.	.	6	0.7	1.0
CCOC(=O)N1CCN(C(=O)c2ccc(N3CCCC3=O)cc2)CC1	-7	3	-3	-9	3	-12	3	2	.	-6.2
Cc1[nH]ncc1-c1ccccc1Cl	1	4	-12	11	-8	-4	28	3	1.3	i
O=C(CCCOc1ccccc1)N1CCc2ccccc2C1	-4	-7	-20	5	4	4	2	7	.	-2.2
COc1cccc(/C=C2\SC(=O)N(CC(=O)NC3C=CS(=O)(=O)C3)C2=O)c1 (stereo unspecified)	-9	9	-14	-8	2	3	2	-6	-0.5	-0.2
CCOc1ccccc1OCCC(=O)NNC(=O)Cn1nc(C)cc1C	0	-6	0	1	3	.	.	2	-0.3	-4.8
COC(=O)c1ccc(NC(=O)CCc2nnc3ccc(NCc4ccco4)nn23)cc1	-7	20	-1	0	2	7	2	-1	0.0	-0.1
CCN(CC(=O)Nc1c(F)cccc1F)C(=O)c1ccc2ccccc2n1	-5	-6	-4	5	-7	.	.	8	-0.8	-0.7
COc1ccc([C@@H]2CC=C(C(=O)O)[C@H](c3ccccc3F)N2S(=O)(=O)c2ccccc2C)cc1	3	4	8	2	2	.	.	1	-0.9	-0.4

A portion of the library; count on the stated rates, not on these rows.
